From PubChem BioAssay
PvdQ inh = P. aeruginosa PvdQ acylase inhibition | 340,000 tested, 0.063% active | AID 488965 | inhibition, % at 10 µM | purified PvdQ acylase, fluorescence plate reader; in the data active means inhibition above about 30%, passing the limit was not always enough;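 further: 0% = vehicle neutral wells and 100% = reference inhibitor wells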
Wnt act = activators of Wnt/beta-catenin signaling. 300,000 tested, 1.2% active. activation, % at 9.35 µM. Wnt/beta-catenin reporter cell assay, activator, plate reader. AID 743398; in the data active means activation above about 30%, passing the limit was not always enough;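 further: 0% = neutral control wells and 100% = positive control wells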
SR-BI DiI inh = mouse SR-BI HDL lipid transfer inhibition | 320,000 tested, 0.96% active | Q61009 | ldlA[mSR-BI] CHO cells, DiI-HDL uptake fluorescence, 3 h | inhibition, % at 12.5 µM | AID 488896;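 active means mean replicate inhibition of at least 70% and a set share of replicates each scoring 70 or more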;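 further: 0% = median of neutral control wells and 100% = median of positive control wells; values of inactives mirror those of a sister screen read the other way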
Target sequence (Q61009 whole entry, looked up): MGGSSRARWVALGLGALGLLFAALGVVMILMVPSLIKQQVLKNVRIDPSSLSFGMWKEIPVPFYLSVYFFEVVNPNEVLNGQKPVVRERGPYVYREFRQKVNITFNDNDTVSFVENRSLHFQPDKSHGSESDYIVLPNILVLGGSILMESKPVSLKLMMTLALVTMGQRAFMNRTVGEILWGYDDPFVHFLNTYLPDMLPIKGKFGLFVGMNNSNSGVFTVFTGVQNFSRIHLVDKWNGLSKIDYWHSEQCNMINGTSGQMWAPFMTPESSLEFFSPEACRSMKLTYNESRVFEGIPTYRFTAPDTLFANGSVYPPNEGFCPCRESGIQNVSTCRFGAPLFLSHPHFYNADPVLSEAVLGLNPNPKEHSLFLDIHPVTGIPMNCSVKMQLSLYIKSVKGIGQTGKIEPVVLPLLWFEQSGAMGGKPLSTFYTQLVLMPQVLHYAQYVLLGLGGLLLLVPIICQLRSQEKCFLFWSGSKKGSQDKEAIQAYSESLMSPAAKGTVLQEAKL
dFosB activator = activators of mouse delta FosB homodimer | P13346 | purified delta FosB, TAMRA-CDK5 oligo fluorescence polarization; percent of positive-control signal above neutral wells | activation, % at 25 µM | 340,000 tested, 0.99% active | AID 493131;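 active means mean activation above about 17%, with every replicate also reaching it, limit read from the data, passing the limit was not always enough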;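 further: fluorescence polarization rise as delta FosB binds a TAMRA Cdk5 AP-1 oligo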
Target sequence (P13346 whole entry, looked up): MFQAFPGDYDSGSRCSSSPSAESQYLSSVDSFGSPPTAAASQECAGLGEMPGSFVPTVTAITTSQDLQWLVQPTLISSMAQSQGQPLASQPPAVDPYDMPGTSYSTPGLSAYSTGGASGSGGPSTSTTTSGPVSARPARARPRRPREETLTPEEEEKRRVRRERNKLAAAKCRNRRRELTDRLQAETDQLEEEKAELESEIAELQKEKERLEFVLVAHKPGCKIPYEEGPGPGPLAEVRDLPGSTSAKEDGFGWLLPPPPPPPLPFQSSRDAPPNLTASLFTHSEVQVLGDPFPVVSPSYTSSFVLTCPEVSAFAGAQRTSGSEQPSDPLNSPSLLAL
V-ATPase pHluor = regulators of yeast V-ATPase proton transport; S. cerevisiae, pHLuorin cytosolic pH fluorescence; response, % at 10 µM; 350,000 tested, 0.37% active; in the data active means response mostly above about 7.3%, no sharp cut-off; inactive means mostly below about 5.4%; further: actives read high; inactives centre near 0; some compounds called inactive have numbers as strong as hits; reference of the scale not given here
HTR5A inv ag = counter-screen for OPRM1-OPRD1 inverse agonists: human HTR5A inverse agonism | P47898 | HTR5A cell line, luminescence | inhibition, % at 9.3 µM | 340,000 tested, 0.083% active; in the data active means inhibition mostly above about 23%, no sharp cut-off; inactive means mostly below about 18%;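 further: 0% = cells with DMSO and 100% = no-cell wells with DMSO; some compounds called inactive have numbers as strong as hits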
MITF act = activators of MITF-driven TRPM1 promoter activity in SK-MEL-5 cells; SK-MEL-5 TRPM1-promoter luciferase, 24 h; % of positive control, neutral wells = 0; activation, % at 12.5 µM; 300,000 tested, 0.75% active;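 active means mean activation of at least 80% with every replicate also reaching 80%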;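 further: 0% = neutral control wells and 100% = parthenolide positive control wells; values of inactives mirror those of a sister screen read the other way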
NSD2 inh = blocks human histone methyltransferase NSD2; O96028; NSD2 peptide methylation, AlphaScreen, 120 min; inhibition, % at 12.5 µM; 310,000 tested, 0.54% active; AID 743445; in the data active means inhibition above about 50%
CDK5 p35 inh = inhibitors of human CDK5/p35 kinase; Recombinant CDK5/p35, ADP-Glo luminescence, 60 min; inhibition, % at 10 µM; 330,000 tested, 0.01% active;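 active means highest replicate inhibition of at least 50% and at least 75% of replicates reaching 50%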;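 further: plate controls were DMSO neutral control for no effect and GW8510 at 10 µM for full effect; many of its hits are not listed in these tables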
HTR5A ag = counter-screen for OPRM1-OPRD1 agonists: human HTR5A agonism; P47898; HTR5A agonist assay, luminescence, cell-based; activation, % at 9.3 µM; 340,000 tested, 0.61% active; AID 504692; in the data active means activation mostly above about 9.5%, no sharp cut-off; inactive means mostly below about 7.6%;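 further: 0% = cells with vehicle only and 100% = reference agonist; strong numbers were not always called active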
An asterisk follows results filed as active; . = not tested or not shown; & = joins results of further samples.

SMILES	PvdQ inh	Wnt act	SR-BI DiI inh	dFosB activator	V-ATPase pHluor	HTR5A inv ag	MITF act	NSD2 inh	CDK5 p35 inh	HTR5A ag
CCOc1ccc(NS(=O)(=O)c2ccc3c(c2)n(C)c(=O)n3C)cc1	-10	-1	-13	1	1	-6	-16	0	0.3	2
CC1CCCC(O)(C(C(=O)O)c2ccccc2)C1 (centres undefined)	-4	-2	-23	6	3	10	-2	-3	2.1	-2
COCc1cc(C)nc(N2CCNCC2)c1C#N	-14	.	2	6	7	-12	.	-2	-0.1	4
CCc1nnc(NC(=O)CSc2nnc(CNC(=O)c3cc(OC)c(OC)c(OC)c3)o2)s1	-3	0	-11	5	-4	2	0	-24	-3.6	-6
COc1cc(NC(=O)CSc2ncnc3sc4c(c23)CCC(C)C4)c(C(=O)O)cc1OC (centres undefined)	-9	-1	-1	-5	3	-14	-3	-4	-8.5	5
CCC1(C)Cc2nc3[nH]c(=S)n(-c4ccccc4C)c(=O)c3cc2CO1 (centres undefined)	-9	-3	.	9	0	-24	-2	-1	-0.8	0
CCOC(=O)CSc1nnc2c(n1)C1(C)CCC2C1(C)C (centres undefined)	0	8	-7	-2	7	-38	.	4	-0.4	-1
CC(CC(=O)Nc1ccc(Br)cc1F)S(=O)(=O)c1ccc2c(c1)NC(=O)CO2 (centres undefined)	-11	-2	-4	-4	-2	0	3	-1	1.3	-2
COc1cccc(CN2CCN(Cc3cccc(Br)c3)CC2)c1OC	-7	-1	-3	-3	0	2	-5	7	1.1	-1
CC(=O)c1cccc(NC(=O)C2CCCC2)c1	-6	.	0	1	-5	-19	10	1	-1.1	-3

Another view of some results above:
| Compound | PvdQ inh | Wnt act | SR-BI DiI inh | dFosB activator | V-ATPase pHluor | HTR5A inv ag | MITF act | NSD2 inh | CDK5 p35 inh | HTR5A ag |
| --- | --- | --- | --- | --- | --- | --- | --- | --- | --- | --- |
| CC1CCCC(O)(C(C(=O)O)c2ccccc2)C1 (centres undefined) | -4 | -2 | -23 | 6 | 3 | 10 | -2 | -3 | 2.1 | -2 |
| COCc1cc(C)nc(N2CCNCC2)c1C#N | -14 | . | 2 | 6 | 7 | -12 | . | -2 | -0.1 | 4 |
| CCc1nnc(NC(=O)CSc2nnc(CNC(=O)c3cc(OC)c(OC)c(OC)c3)o2)s1 | -3 | 0 | -11 | 5 | -4 | 2 | 0 | -24 | -3.6 | -6 |
| COc1cc(NC(=O)CSc2ncnc3sc4c(c23)CCC(C)C4)c(C(=O)O)cc1OC (centres undefined) | -9 | -1 | -1 | -5 | 3 | -14 | -3 | -4 | -8.5 | 5 |
| CCC1(C)Cc2nc3[nH]c(=S)n(-c4ccccc4C)c(=O)c3cc2CO1 (centres undefined) | -9 | -3 | . | 9 | 0 | -24 | -2 | -1 | -0.8 | 0 |
| CCOC(=O)CSc1nnc2c(n1)C1(C)CCC2C1(C)C (centres undefined) | 0 | 8 | -7 | -2 | 7 | -38 | . | 4 | -0.4 | -1 |

Next part:
SMILES	PvdQ inh	Wnt act	SR-BI DiI inh	dFosB activator	V-ATPase pHluor	HTR5A inv ag	MITF act	NSD2 inh	CDK5 p35 inh	HTR5A ag
COc1cccc(/C=N/NC(=O)CNC(=O)c2ccncc2)c1O	4	-6	-9	-4	-6	-10	0	0	2.3	1
CCC(=O)N1CCN(c2ccc(NC(=O)c3ccc4ccccc4c3)cc2)CC1	-19	1	68	-12	0	-13	8	0	-1.7	-3
O=Cc1ccc(OCCOc2ccc([N+](=O)[O-])cc2)cc1	10	1	-1	-3	0	7	19	2	2.8	-2
CCn1c(SCC(=O)NC(C)(C)C)nc(O)cc1=O	-10	-5	-3	-1	-2	-15	.	0	0.4	-1
COCCCNC(=O)c1cccc(C(=O)NCCCOC)c1	7	.	-11	-4	-3	-17	8	0	4.6	1
O=C(N/C(=C/c1ccc(Br)cc1)C(=O)N1CCOCC1)c1cccs1	1	-2	-2	2	3	-11	-8	5	-0.1	4
Cc1cc(C)n2nc(C(=O)N3CCCC(N4CCN(c5ccccc5C)CC4)C3)cc2n1 (centres undefined)	-15	0	49	-9	4	4	-2	2	-1.2	7
Cc1cc(C)c(OCCCCCn2ccnc2)c(C)c1	-17	0	14	-5	0	11	-1	10	0.3	-3
O=C(O)CC1COc2ccccc2N1C(=O)c1ccccc1Cl (centres undefined)	9	-1	-9	7	-1	-14	-7	36	0.5	4
COc1ccc(N(C(=O)c2cccc([N+](=O)[O-])c2)S(=O)(=O)c2ccc3c(c2)n(C)c(=O)n3C)cc1	6	-2	-47	1	-3	18	1	.	1.0	1
O=C(CN1C(=O)NC(Cc2ccccc2)C1=O)Nc1ccc(F)c(Cl)c1 (centres undefined)	2	1	4	-8	0	-24	-2	-3	-0.4	10
O=Cc1ccccc1OS(=O)(=O)c1ccccc1	-17	-1	20	0	5	-14	5	0	0.3	-3
CCC(=O)C1CCCN(C(=O)CCc2nnc(C3(c4ccc(Cl)cc4)CCC3)o2)C1 (centres undefined)	-15	18	2	-7	4	-9	44	-2	-2.8	4
CCCCCC(=O)N1CCN(CCN=CC2=C(O)CC(c3ccc(OC)c(OC)c3)CC2=O)CC1 (centres undefined)	-28&9	-3	19&59	-1&-4	3&4	-3&0	1&-2	0	-0.2&-0.5	1&0
CC(C)[C@@H]1COC(c2cccc(C3=N[C@H](C(C)C)CO3)c2)=N1	-1	15	8	2	-7	-16	56	.	0.0	6
COC(=O)Nc1cc(C)nc2ccccc12	6	.	-13	-3	0	1	-4	-4	-0.5	-1
Cc1cc(C)nc(SCC(=O)Nc2ccc(N3CCOCC3)cc2)n1	-7	.	8	-5	-3	-4	1	-6	-1.0	4
CNc1snc(C)c1C(=O)OC(C)C(=O)Nc1cccc(C)c1 (centres undefined)	-8	-8	2	-17	-3	10	-5	0	-0.2	-2
COc1ccc(-c2cn[nH]c2-c2ccc(OCC(=O)NN)cc2O)cc1OC	-21	0	21	-9	3	6	.	-2	-1.1	-2
O=C(NC(=S)Nc1nc(-c2cccc3ccccc23)cs1)c1cc2ccccc2o1	4	2	6	-4	-1	-5	-4	-1	0.3	2
COc1ccccc1OCCn1nnc2ccccc21	-9	4	-7	1	2	-15	.	0	-0.1	4
CN(C)CCCNC(=O)N1c2ccccc2Sc2ccccc21	-5	1	-2	-3	1	-11	.	2	-0.8	3
CCNS(=O)(=O)c1ccc(NC(=O)Nc2ccc3c(c2)OCO3)cc1	2	4	22	-3	-3	18	19	.	-2.3	6
CCOC(=O)Cn1nc(C)c(NC(=O)c2ccc(Br)o2)c1C	-6	1	.	4	1	17	-1	.	-5.6	-6
Cc1cccnc1NC(=O)C1CCCN1S(=O)(=O)c1ccc(Cl)cc1 (centres undefined)	4	-2	-14	-1	-1	-13	-1	0	2.0	-2
CCO[C@H]1OC(C(=O)NC2CC2)=C[C@@H](c2ccc(Br)cc2)[C@@H]1CCCO	11	0	-29	0	3	9	1	.	-0.6	-4
CCN(CC)S(=O)(=O)c1ccc(OC(C)C)nc1	-16	.	-17	-5	-2	-4	-7	-7	-0.2	2
COC(=O)c1cc2occc2n1CC(=O)N(C)C1CCCCC1	-7	1	-3	-9	2	6	-2	0	0.6	3
CCOCCCN(CCC#N)C(=O)C1CCN(S(=O)(=O)c2ccc(-n3cnnn3)cc2)CC1	-3	1	-21	-4	-4	-30	-8	-5	0.1	6
COc1ccc2sc(-c3ccc(N(C)C)cc3)c(-c3ccc4cc[nH]c4c3)c2c1	-34	12	85*	-4	1	-22	102*	.	-4.8	7

Quoted at random: four records from the list, in no set order.
SMILES	PvdQ inh	Wnt act	SR-BI DiI inh	dFosB activator	V-ATPase pHluor	HTR5A inv ag	MITF act	NSD2 inh	CDK5 p35 inh	HTR5A ag
CCOC(=O)Cn1nc(C)c(NC(=O)c2ccc(Br)o2)c1C	-6	1	.	4	1	17	-1	.	-5.6	-6
CCOCCCN(CCC#N)C(=O)C1CCN(S(=O)(=O)c2ccc(-n3cnnn3)cc2)CC1	-3	1	-21	-4	-4	-30	-8	-5	0.1	6
CCNS(=O)(=O)c1ccc(NC(=O)Nc2ccc3c(c2)OCO3)cc1	2	4	22	-3	-3	18	19	.	-2.3	6
COc1ccccc1OCCn1nnc2ccccc21	-9	4	-7	1	2	-15	.	0	-0.1	4

With a hit mark in SR-BI DiI inh, among the entries above:
Molecule | PvdQ inh | Wnt act | SR-BI DiI inh | dFosB activator | V-ATPase pHluor | MITF act | NSD2 inh | CDK5 p35 inh
COc1ccc2sc(-c3ccc(N(C)C)cc3)c(-c3ccc4cc[nH]c4c3)c2c1 | -34 | 12 | 85* | -4 | 1 | 102* | . | -4.8

Returning to the listing with the 2 entries that preceded the break.
SMILES	PvdQ inh	Wnt act	SR-BI DiI inh	dFosB activator	V-ATPase pHluor	HTR5A inv ag	MITF act	NSD2 inh	CDK5 p35 inh	HTR5A ag
CCOCCCN(CCC#N)C(=O)C1CCN(S(=O)(=O)c2ccc(-n3cnnn3)cc2)CC1	-3	1	-21	-4	-4	-30	-8	-5	0.1	6
COc1ccc2sc(-c3ccc(N(C)C)cc3)c(-c3ccc4cc[nH]c4c3)c2c1	-34	12	85*	-4	1	-22	102*	.	-4.8	7
Cc1cccc(N(CC(=O)NC2CCCCC2)C(=O)c2csnn2)c1	-4	-1	.	-3	4	-11	3	-4	-0.2	-1
O=C(Nc1sc(-c2ccccc2)cc1C(=O)O)c1ccccc1	-4	34*	-23	-2	2	-12	71	.	-3.0	4
COC(=O)CCC(=O)Nc1nccs1	12	-1	-8	4	-2	0	5	-3	1.1	0
Cc1c(NC(=O)c2cccs2)cccc1NC(=O)c1cccs1	-1	-2	-15	-4	-1	15	1	-3	3.0	2
COc1ccccc1-n1c(SCC(=O)Nc2nnc(C)s2)nc2c(c1=O)SCC2	-9	.	-15	-3	0	4	-9	21	2.1	1
Fc1ccc(C2c3cccn3CCN2C(=S)Nc2cccc(F)c2)cc1 (centres undefined)	-12	1	22	-2	-1	-4	-4	7	-1.2	2
CNC(=O)Oc1ccc2c(c1)[C@]1(C)CCN(C)C1N2C (some centres undefined)	17	-2	6	2	-1	0	-1	.	1.2	0
COc1ccc(OC)c(CN2CCN(C(=O)c3ccc(S(=O)(=O)Nc4ccccc4F)cc3)CC2)c1	7	1	58	-7	1	-4	-7	2	0.1	-5
CCOc1ccc(OCC)c2sc(C)nc12	-3	0	21	12	3	-1	2	-9	0.2	-2
Cc1ccc(S(=O)(=O)N/N=C2/CC(c3ccccc3)Oc3ccccc32)cc1[N+](=O)[O-] (centres undefined)	-3	.	7	2	-2	14	.	12	-2.1	5
COc1ccc2c(c1OC)C(=O)N1C2SC[C@H]1C(=O)NC1CCCCC1 (some centres undefined)	-9	0	-3	-1	-60	-2	-6	.	-2.1	-1
O=C(CCn1nc(-c2ccc(Cl)cc2)c2ccccc2c1=O)NCC1CCCO1 (centres undefined)	2	-3	20	-5	0	2	1	.	0.5	-2
C/C(=N/NC(=O)c1cc(C)[nH]n1)c1ccco1	-4	26	-16	-4	-4	9	.	-1	4.7	2
O=c1cc(CNc2ccc(Br)cc2)nc2sccn12	-4	-3	-13	4	-2	-19	8	2	-0.4	5
COc1ccc(C)cc1NC(=O)CCCN1C(=O)NC(C)(C)C1=O	0	-2	27	2	0	-6	0	-3	0.6	2
Cc1[nH]c2ccccc2c1Cc1n[nH]c(=S)o1	-8	-1	-24	1	2	1	-2	.	-1.2	0
COc1ccc(CCNC(=O)COC(=O)c2ccccn2)cc1	-14	-1	-26	-2	1	-1	-9	-2	-2.0	0
